Assay outcomes (PubChem BioAssay)
NR2E3 ag-1: agonists of human NR2E3 nuclear receptor. Q9Y5X4. CHO-S Gal4-NCOR/VP16-NR2E3 two-hybrid, luciferase. 0.35% of 360,000 active. AID 602229. inhibition of corepressor binding, % at 3.98 µM;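 active = inhibition above the mean of all tested compounds plus 3 SD, cut at about 70% in these data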;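 also: 0% = DMSO with NR2E3 transfected cells and 100% = cells lacking NR2E3 construct; higher means lower luciferase signal from less NR2E3 corepressor binding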
Target sequence (Q9Y5X4 whole entry, looked up, the tested form may be a part): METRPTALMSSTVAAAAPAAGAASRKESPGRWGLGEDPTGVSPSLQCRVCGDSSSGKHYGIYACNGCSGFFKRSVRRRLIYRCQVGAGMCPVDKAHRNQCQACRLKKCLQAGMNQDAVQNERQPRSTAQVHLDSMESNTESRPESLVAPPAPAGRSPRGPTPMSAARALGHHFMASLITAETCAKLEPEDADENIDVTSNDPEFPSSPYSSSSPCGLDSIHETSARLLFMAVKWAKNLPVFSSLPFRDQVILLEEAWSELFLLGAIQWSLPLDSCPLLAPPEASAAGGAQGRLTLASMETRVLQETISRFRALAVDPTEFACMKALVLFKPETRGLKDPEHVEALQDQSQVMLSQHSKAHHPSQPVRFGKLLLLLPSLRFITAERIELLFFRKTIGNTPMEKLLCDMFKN
CF NFkB block: inhibitors of cystic fibrosis induced NF-kB. KKLEB NF-kB-GFP reporter, PAF-induced, GFP fluorescence overnight. inhibition, % at 5 µM. 0.86% of 360,000 active. AID 588850;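 active = at least 50% inhibition at 5 µM, scaled per plate between neutral and stimulator controls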;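 also: PAF is a Pseudomonas aeruginosa culture filtrate used as stimulus; plate controls were PAF-stimulated DMSO wells for no effect and unstimulated DMSO wells for full effect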
KKLEB tox: CF airway cell cytotoxicity counter-screen; KKLEB CF airway cells viability, ATPlite luminescence, overnight; active compounds read low; cells stimulated with P. aeruginosa culture filtrate; 0.36% of 360,000 active; AID 602141; activity change (cytotoxicity), % at 5 µM;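 active = corrected activity change at or below -50% at 5 µM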
TRAIL sens C8: sensitizes caspase-8 expressing cells to TRAIL; inhibition (viability loss, TRAIL sensitization), % at 10 µM; NB7+C8 cells + TRAIL, ATPlite viability luminescence; AID 624354; 1% of 360,000 active;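 active = compounds causing at least 50% loss of cell viability in the single-dose screen, relative to plate controls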
TROY NFkB inh: blocks TROY-dependent signaling in reporter cells; AID 1347056; inhibition, % at 10 µM; 0.98% of 360,000 active; Q293 LMP1-TROYcd NF-kB luciferase reporter, 4 h;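 active = compounds whose plate-normalised and pattern-corrected inhibition of the luciferase reporter signal at the single screening dose is 50% or more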
NR2E3 ag-2: agonists of human nuclear receptor NR2E3 | GST-NR2E3/biotin-RetCOR TR-FRET, 1536-well | 0.12% of 320,000 active | AID 2300 | inhibition of corepressor binding, % at 4.78 µM;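 active = percent inhibition above the cutoff of mean plus 3 SD of all tested compounds, set per screening campaign, cut at about 20% in these data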;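 also: 0% = DMSO wells and 100% = biotin wells as full block of FRET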
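System: GST-NR2E3 and biotin-RetCOR proteins; probe or stimulus: 7 nM biotin-RetCOR; doses: compound at 4.8 µM, single dose; schedule: Compound–protein incubation for 5 h at 4 °C; detection: time-resolved FRET; read-out: percent inhibition; controls: biotin wells as high control, 0.6% DMSO wells as low control; format: 1536-well plates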
MITF TRPM1 inh: MITF TRPM1 promoter inhibition in SK-MEL-5 cells; SK-MEL-5 TRPM1 promoter luciferase, 24 h; 0.83% of 330,000 active; inhibition, % at 12.5 µM; AID 488899;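 active = mean inhibition across replicates of 60% or more, whatever share of single replicates reaches that level; inconclusive = some that reach 60%, reason not given; inactive = mean inhibition across replicates below 60%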; also: values of inactives mirror those of a sister screen read the other way
TWEAK Fn14 block: TWEAK-Fn14 signaling inhibition; TWEAK-stimulated Fn14 reporter cells, luciferase luminescence, 8 h; inhibition, % at 10 µM; 2% of 360,000 active; AID 1159606; in the data active = inhibition above about 50%
Shn3 inh set2: Schnurri-3 reporter inhibition in Clone20 osteoblasts. inhibition, % at 12.5 µM. Clone20 osteoblast Shn3 3'UTR firefly luciferase, 24 h. 0.52% of 360,000 active;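 active = mean inhibition of at least 75% with every replicate also reaching 75%; inconclusive = mean inhibition at least 75% but some replicate below; inactive = mean inhibition below 75%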;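 also: 0% = median of neutral control wells and 100% = pilot-screen positive control compound; some compounds past the cut are filed as inactive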
Peg3 prom inh: reduces Peg3 promoter-driven luciferase expression in HeLa; 1.7% of 360,000 active; inhibition, % at 20 µM; HeLa PEG-Prom luciferase reporter, luminescence, overnight;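 active = inhibition of at least 50% at 20 µM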
HIF-2a block: blocks HIF-2a reporter activity | 786-0 RCC cells HIF-2a reporter, luciferase luminescence, overnight | AID 624352 | 0.72% of 360,000 active | inhibition, % at 18.8 µM;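 active = inhibition of the luminescence signal of 40% or more relative to plate controls, in a single-dose primary screen at 18.75 µM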
* = called active by the depositor; ? = inconclusive; / = no result given. Only part of the results is shown; rates above refer to the full screens.

SMILES	NR2E3 ag-1	CF NFkB block	KKLEB tox	TRAIL sens C8	TROY NFkB inh	NR2E3 ag-2	MITF TRPM1 inh	TWEAK Fn14 block	Shn3 inh set2	Peg3 prom inh	HIF-2a block
c1ccc2c(c1)nc1n2CCC1	-13	-21	8	-9	-1	/	-9	16	-7	-8	7
CCOC(=O)c1cc[n+](CC(=O)c2ccc(F)cc2)cc1	-14	0	1	1	-19	1	3	-7	-3	-3	0
Cc1cc2oc(C(=O)NCCc3ccc(S(N)(=O)=O)cc3)c(C)c2cc1C	-2	9	6	-2	5	0	-15	-15	16	16	12
COc1cccc(S(=O)(=O)N(C)C[C@@H]2Oc3cc(Br)ccc3S(=O)(=O)N([C@@H](C)CO)C[C@@H]2C)c1	-25	27	-8	2	-1	/	/	-16	25	16	7
Cc1ccc(-n2c(N)c(C(=O)N3CCOCC3)sc2=S)cc1	-4	13	2	8	-6	-2	-2	19	10	7	-17
CC(C)C(NC(=O)c1ccccc1)C(=O)N/N=C\c1ccco1 (configuration not stated)	-7	-23	-14	-6	0	-1	-4	-8	-10	3	15
COC(=O)c1ccc(SCC(=O)N2CCC(C)CC2)c([N+](=O)[O-])c1	-14	5	-5	-11	-10	-2	-2	-6	4	-9	-14
CC(=O)Nc1c(Cl)cc2c(c1Cl)Cc1ccccc1-2	-50	-26	-2	-5	-54	/	4	-11	-18	-139	-130
COc1cccc2[nH]c(C(=O)NCC3CCCO3)cc12 (configuration not stated)	-17	4	8	-9	-8	1	-1	12	-18	-16	-160
COC(=O)c1cccc(-n2c(C)cc(/C=C3\SC(=O)NC3=O)c2C)c1	-39	-18	9	-11	-35	/	/	-6	-21	-159	-163
COc1ccc(NC(=O)Nc2cccc3c2O[C@@H](CN(C)S(=O)(=O)c2cn(C)cn2)[C@@H](C)CN([C@H](C)CO)C3=O)cc1	-13	-13	-14	12	-9	/	-4	4	-20	-14	-14
CCOC(=O)c1c(NC(=O)c2c(Br)cnn2C)c(C#N)nn1-c1ccccc1	-5	-1	-16	7	39	3	17	40	2	38	1
O=C(COC(=O)Cc1ccc(Br)cc1)NCc1ccccc1	-2	-10	4	-13	0	/	/	-15	-15	1	-1
COc1cc2ccccc2cc1C(=O)NC(=S)Nc1ccc(C(=O)O)cc1	-52	-12	12	17	-7	0	1	-15	-18	-114	-58
CCCOc1cc(CC(=O)NCc2ccco2)ccc1OC	-17	-10	-6	1	-1	4	-4	-15	4	9	11
COc1ccccc1N(CCC#N)C(=O)CSc1nc(-c2ccccc2)cn1N	-2	-12	1	14	12	1	-11	9	-6	8	-9
O=C(CN(c1ccccc1Cl)S(=O)(=O)c1ccccc1)NC1CC2CCC1C2 (configuration not stated)	-21	10	-11	-6	-9	/	/	13	-2	24	13
Cc1ccccc1OCC(O)CNC1CCC(NCC(O)COc2ccccc2C)CC1 (configuration not stated)	-14	38	-37	93*	11	4	99*	-37	97*	101*	93*
C=CCNc1nc(Cl)nc(Nc2ccc([N+](=O)[O-])cc2)n1	-9	-1	4	1	-11	4	1	-15	-13	20	17
CCCCC1C2=C(CC(C)(C)CC2=O)OC2=C1C(=O)CC(C)(C)C2	-6	24	-6	14	-13	0	11	-3	5	15	17
CC(C)NC(=S)N(CCc1ccncc1)C(C)C	-33	-4	1	6	-24	-5	3	-1	-7	11	17
CCOc1ccc2oc(C(=O)OCC(=O)NC(=O)NC3CCCC3)c(C)c2c1	-4	-3	2	-3	-18	0	-2	1	-6	-50	-22
O=C(O)COc1ccccc1O	14	-4	-5	11	-5	-1	5	9	5	8	20
COC(=O)c1ccc(COC(=O)c2[nH]c(C)c(C(C)=O)c2C)o1	26	-1	-1	29	24	6	22	29	80	-6	8
CCOC(=O)[C@]12CCCC=C1N(Cc1ccc(Cl)cc1Cl)C(=O)[C@H](CC(=O)N1CCOCC1)C2	-31	/	/	14	-21	/	/	-2	/	/	4
Cn1c(=O)[nH]c(N)c(Br)c1=O	-19	-9	18	0	22	/	6	9	?	-8	3
CC(C)(C)c1ccc(C(=O)N2CCOC23CCCCC3)cc1	-67	19	-5	9	-5	/	/	-2	11	-12	-29
Cn1c(=O)c2sccc2n2c(CCCC(=O)NCc3ccc4c(c3)OCO4)nnc12	-16	1	4	5	0	/	-5	17	-1	-15	16
CC(C)c1ccc(C(C(C(=O)c2ccccc2)N2CCOCC2)N2CCOCC2)cc1 (configuration not stated)	-9	6	15	5	-4	/	-22	6	-12	-163	-258
CCCCC(C(=O)NC(C)(C)C)N(Cc1ccco1)C(=O)c1snc(C(N)=O)c1N (configuration not stated)	3	5	7	-1	-2	-1	6	10	11	9	0
CCS(=O)(=O)N(CC(=O)Nc1cccc2ccccc12)c1ccc(OC)cc1	-17	-20	6	-9	-29	1	/	5	-13	-54	-46
Cc1[nH]c2ccccc2c1CCN(Cc1cccs1)C(=S)NC(C)(C)C	-8	13	13	10	-1	3	3	7	5	-5	4
CCOc1ccccc1C(=O)NC(C(=O)OCn1nnc2ccccc2c1=O)C(C)C (configuration not stated)	3	17	-18	7	8	/	/	3	4	5	15
O=C(COC(=O)/C=C/c1nc2ccccc2s1)Nc1cccc2ccccc12	0	0	-6	7	-2	1	5	-7	18	3	-2
Cc1cccc(-n2c(SCC(=O)O)nc3sc4c(c3c2=O)CCCC4)c1	-9	-8	7	-12	19	0	4	4	-11	9	20
COc1ccc(Br)cc1CNC(=O)C1CCCN(c2nc3ccccc3o2)C1 (configuration not stated)	3	8	3	8	-5	-1	14	-15	-4	-7	-3
O=C(CSc1ccccc1)NN1C(=O)c2ccccc2C1=O	-6	10	-8	-4	23	1	9	-2	-2	9	22
COc1ccc(-c2nc(CS(=O)CC(=O)NCC3CCCO3)c(C)o2)cc1 (configuration not stated)	6	-34	7	-6	-2	2	/	-10	12	-3	5
COc1ccc(NC(=O)C2CCCN(S(=O)(=O)c3ccc4[nH]c(=O)ccc4c3)C2)cc1OC (configuration not stated)	13	-26	10	2	0	0	5	-6	8	-9	2
CCC(C)c1ccc(O)c(NC(=S)NC(=O)c2cccs2)c1 (configuration not stated)	-61	-24	-34	58*	21	/	/	47	-13	-94	-81
COc1ccc(CNC(=O)C2CC(c3ccccc3[N+](=O)[O-])=NO2)cc1 (configuration not stated)	-1	-26	-2	0	-36	3	-24	13	-33	-95	-123
COCCCNC(=O)Cn1cnc(C(=O)Nc2ccc(C)c(C)c2)n1	-25	5	-6	10	-18	/	-1	-16	-38	-61	-74
O=C(Nc1cccc(F)c1)c1cc(S(=O)(=O)N2CCC(C(=O)O)CC2)ccc1F	10	11	-1	2	14	1	3	13	-16	-7	15
O=C(Nc1ccccc1C(=O)NC(Cc1ccccc1)C(=O)NC1CCCCC1)c1ccccc1 (configuration not stated)	4	4	-11	-8	11	-2	-13	4	11	-1	22
COC(=O)/C(=C/c1ccco1)NC(=O)c1ccccc1	-2	-24	6	-2	-2	-2	-6	-5	7	5	-18
Cc1ccc(OCc2cc(C(=O)NCCn3cccn3)no2)cc1C	-15	15	6	-10	-13	1	-27	-14	-44	-61	-106
COc1cccc(NC(=O)Cc2nc(-c3ccccc3)sc2-c2ccc(C)cc2)c1	-18	-6	6	4	8	0	-2	15	-9	-13	-51
CCOC(=O)C1(C)CCN1C(=O)c1ccc(C)cc1 (configuration not stated)	-17	14	3	-3	7	/	/	-5	-7	4	3
COc1cc(/C=N/NC(=O)C2=NNC(=O)C2C)ccc1O (configuration not stated)	-23	-10	-4	-18	-15	0	-3	-1	-31	14	16
O=C(NCCCNC(=O)c1c(F)cccc1F)c1c(F)cccc1F	-6	-17	18	1	4	6	0	16	5	-9	11
Cc1ccccc1-n1nc(-c2cccnc2)cc1C(=O)N/N=C/c1ccncc1	-29	5	4	-6	-11	-1	10	-9	9	-7	11
Cc1ccc(Cn2c(CN3CCOCC3)nc3c2c(=O)[nH]c(=O)n3C)cc1	5	-8	-3	5	-7	1	-3	6	-42	11	-6
Cc1ccc(C(=O)NCC2CCCN2S(=O)(=O)c2cccs2)cc1C (configuration not stated)	-21	-16	4	11	-14	-1	-5	-18	6	-28	-34
Cc1ccc(OCCCCn2c(CO)nc3ccccc32)cc1	-6	3	-5	0	-6	-2	-7	-6	1	3	5
CCN(CC)C(=O)[C@H]1C[C@H](CC(=O)NCCCOC)C(=O)N2CCc3c([nH]c4cc(CCC(=O)N(C)C)ccc34)[C@]12C	-23	8	8	5	-1	/	-14	-1	-20	-6	-6
CCOC(=O)C(=O)Nc1nc(-c2ccccc2)c(CC)s1	10	9	-9	15	-1	-2	4	-8	5	14	15
O=C(Nc1cccc(Cl)c1)Nc1nc(-c2ccccc2)cs1	-9	-14	1	15	13	0	3	-12	40	-27	-58
CCOC(=O)CSc1nnc(NC(=O)CN2CCN(C=O)CC2)s1	-9	19	-12	-10	10	-3	0	16	-3	4	17
CCOC(=O)c1cnc(Nc2nc3ccccc3o2)nc1C	-95	-13	-24	88*	56*	1	57	93*	50	79*	74*
Cc1nn(-c2ccc(Cl)cn2)c2c1C(=O)CC(C)(C)C2Br (configuration not stated)	-14	-1	5	6	20	/	-6	19	53	9	2

Structures from the list above containing a cyano group, in the order listed:
SMILES	NR2E3 ag-1	CF NFkB block	KKLEB tox	TRAIL sens C8	TROY NFkB inh	NR2E3 ag-2	MITF TRPM1 inh	TWEAK Fn14 block	Shn3 inh set2	Peg3 prom inh	HIF-2a block
CCOC(=O)c1c(NC(=O)c2c(Br)cnn2C)c(C#N)nn1-c1ccccc1	-5	-1	-16	7	39	3	17	40	2	38	1
COc1ccccc1N(CCC#N)C(=O)CSc1nc(-c2ccccc2)cn1N	-2	-12	1	14	12	1	-11	9	-6	8	-9

More compounds:
SMILES	NR2E3 ag-1	CF NFkB block	KKLEB tox	TRAIL sens C8	TROY NFkB inh	NR2E3 ag-2	MITF TRPM1 inh	TWEAK Fn14 block	Shn3 inh set2	Peg3 prom inh	HIF-2a block
CCn1c(SCCC#N)nnc1-c1ccncc1	-7	4	6	-12	0	3	6	4	5	6	14
CCOC(=O)N1CCN(Cc2nc3cc(NC(C)=O)ccc3n2C)CC1	1	-3	9	-5	6	1	4	8	-26	21	22
Cc1ccc2sc(NNC(=O)C3=COCCO3)nc2c1C	-30	-8	-8	5	-8	2	-18	12	16	-14	-16
COc1cccc(OCCCCN2CCCCC2)c1	-11	-10	7	-10	4	8	11	15	5	-3	-5
